PI4K2A inh = PI4K2A (human) kinase inhibition | actives 0.13% (n = 420,000) | AID 1346378 | activity change, negative = inhibition, % at 76.9 µM | purified PI4K2A, ADP-Glo luminescence, 1 h; stronger effect = lower value | Q9BTU6; in the data active = activity change below about -50%; inconclusive = mostly about -30% to -49%;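 also: -100% = wells without enzyme as full effect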
Target sequence (Q9BTU6 whole entry, looked up): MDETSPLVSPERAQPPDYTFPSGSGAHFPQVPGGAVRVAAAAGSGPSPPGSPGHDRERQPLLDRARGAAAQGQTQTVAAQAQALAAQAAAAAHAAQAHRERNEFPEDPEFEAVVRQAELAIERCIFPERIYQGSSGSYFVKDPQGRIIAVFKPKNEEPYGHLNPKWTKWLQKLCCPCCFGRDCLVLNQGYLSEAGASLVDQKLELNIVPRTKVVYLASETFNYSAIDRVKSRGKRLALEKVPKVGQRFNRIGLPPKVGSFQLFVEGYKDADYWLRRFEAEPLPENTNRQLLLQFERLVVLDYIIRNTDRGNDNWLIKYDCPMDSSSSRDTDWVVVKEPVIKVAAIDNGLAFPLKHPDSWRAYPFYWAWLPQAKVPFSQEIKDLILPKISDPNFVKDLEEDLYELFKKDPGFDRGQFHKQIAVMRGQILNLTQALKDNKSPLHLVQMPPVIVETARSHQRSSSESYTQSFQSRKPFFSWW
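In this quantitative HTS, ADP production by PI4K2A was quantified luminescently after 1 h at ambient temperature; 100 microM adenosine served as plate-quality control.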
An asterisk follows results filed as active; i = inactive; ? = inconclusive.

PI4K2A inh	canonical_smiles
3.1	COC(=O)C[C@H]1CC[C@@H]2[C@H](COc3ccc(NC(=O)c4cccc(Cl)c4)cc3C(=O)N2C)O1
-8.6	COC(=O)C[C@@H]1CC[C@@H](NS(=O)(=O)c2ccccc2OC)[C@@H](CO)O1
-12.2	CC(=O)O[C@@]1(C(C)=O)CCC2[C@H]3C=C(C)C4=CC(=O)CC[C@@]4(C)C3CC[C@]21C (stereo partly specified)
-4.3	Cc1ccccc1NC(=O)[C@@H]1CCCN1S(=O)(=O)c1cccc2cccnc12
-0.4	Cc1cc(C(=O)O[C@@H]2CCC[C@]3(C(=O)N(Cc4ccccc4)c4ccccc43)[C@H]2NC(=O)CCc2ccccc2)no1
4.6	Cc1cnc(-c2nc3ccccc3n2C(C)C(=O)Nc2c(C)cccc2C)cn1 (stereo unspecified)
2.8	COC(=O)[C@]12C[C@H](CC(=O)NCCCCc3ccccc3)C(=O)N(CCc3ccc(OC)c(OC)c3)C1=C[C@H](C1CCCC1)O[C@@H]2C
2.1	CC(C)CCNC(=O)[C@H]1COC(O)([C@H](Cc2ccccc2)NC(=O)[C@@H](NC(=O)OCc2ccccc2)C(C)C)CN1C (stereo partly specified)
-5.0	COC(=O)C[C@@H]1CC[C@@H](NC(C)=O)[C@@H](CO)O1
0.7	CN(C)c1ccc(Cn2c(=O)n(Cc3ccc(C(=O)NCC4COC4)cc3)c(=O)c3ccccc32)cc1
1.3	CCOC(=O)[C@@]12CCC3=C1N(CCC3)C(=O)[C@H](CC(=O)NCc1cccc(C(F)(F)F)c1)C2
6.7	COC(=O)[C@@]12C[C@@H](CC(=O)NCc3cccs3)C(=O)N(Cc3ccc4c(c3)OCO4)C1=CCC(C)(C)C2
1.4	COc1ccc(-n2c(SCC(=O)Nc3ccc4c(c3)OCO4)nc3sc4c(c3c2=O)CCCC4)cc1
-2.0	C=CS(=O)(=O)N(Cc1nnn(Cc2ccccc2)c1Br)[C@H](C(=O)OC)C(C)C
4.2	C#CC1(O)C2C=C(OC)C(=O)C1C(c1ccccc1)C2C (stereo unspecified)
-0.4	O=C(Nc1ccc(Cl)cc1)N[C@H]1CC[C@H](CCn2cc(-c3ccccc3F)nn2)O[C@@H]1CO
5.0	Clc1ccc([C@H]2OC[C@@]3(CNCCN4CCOCC4)CS[C@H](c4ccc(Cl)cc4)N23)cc1
4.9	O=S(=O)(c1ccccc1F)N1CCC(c2nc3ccccc3o2)CC1
-0.7	COC(=O)C[C@@H]1CC[C@H]2[C@@H](COc3ccc(NC(=O)c4ccc(Cl)cc4)cc3C(=O)N2C)O1
-0.9	O=C(NC1CCCC1)N[C@@H]1C=C[C@@H](CC(=O)N2CCOCC2)O[C@@H]1CO
0.9	Cc1ccc(S(=O)(=O)N2OC(c3ccccc3)C[C@H]2CC=C(c2ccccc2)c2ccccc2)cc1 (stereo partly specified)
3.4	CC1(C(=O)NCc2ccccc2)CSCC(=O)N1CC(F)(F)F (stereo unspecified)
4.0	Clc1ccc2c(c1)Nc1ccccc1S2
3.8	COc1ccc(CCN(Cc2cccs2)S(=O)(=O)c2ccc(C)c(C)c2)cc1OC
3.7	FC(F)(F)c1cc(CNC2CCC23CCC(c2ccccc2)CC3)ccc1Cl (stereo unspecified)

Some values from the results shown.
Under PI4K2A inh, `COc1ccc(-n2c(SCC(=O)Nc3ccc4c(c3)OCO4)nc3sc4c(c3c2=O)CCCC4)cc1` has the entry 1.4
Under PI4K2A inh, `CCOC(=O)[C@@]12CCC3=C1N(CCC3)C(=O)[C@H](CC(=O)NCc1cccc(C(F)(F)F)c1)C2` has the entry 1.3

(continued)
PI4K2A inh	canonical_smiles
-3.0	CC(C)(C)c1ccc(S(=O)(=O)N2CCCC2C(=O)N2CCc3ccccc3C2)cc1 (stereo unspecified)
-0.4	CCCCCCn1c(=O)c2c(ncn2C)n(C)c1=O
-3.8	COc1ccnc(C(=O)N2CCC(Oc3cccnc3)CC2)c1
-3.2	CC1(C(=O)Nc2ccc3c(c2)OCCO3)CN(S(C)(=O)=O)CC(=O)N1Cc1cccc(C(F)(F)F)c1 (stereo unspecified)
-1.2	CC[C@H](CCCc1ccc(F)cc1)CN(Cc1ccc(OC)cc1)S(=O)(=O)c1ccc(C)cc1
1.1	Cc1csc(NC(=O)c2ccc(COc3ccc(Cl)c(Cl)c3)o2)n1
-2.0	O=C1Nc2ccccc2-n2nnnc2C1N1CCN(c2ccc(F)cc2)CC1 (stereo unspecified)
3.7	COc1cccc(-c2nnc3n2N=C(c2ccc(Cl)cc2)CS3)c1
i	CCN[C@@H]1C[C@H](N)[C@@H](OC2OC(CN)=CCC2N)[C@H](O)[C@H]1O[C@H]1OC[C@](C)(O)[C@H](NC)[C@H]1O (stereo partly specified)
4.1	COC(=O)[C@]12C[C@H](CC(=O)NCc3ccccc3)C(=O)N(CCc3ccc(OC)c(OC)c3)C1=C[C@H](C(C)C)O[C@@H]2C1CC1
-3.2	CC(=O)Nc1ccc(NC(=O)CSc2nnc(-c3cccs3)o2)cc1
-5.9	CC1CCN(c2ccc(C(=O)O)cc2NS(=O)(=O)c2ccccc2[N+](=O)[O-])CC1
-0.5	COc1ccc([C@H]2OC(=O)C[C@@H]2C(=O)N2CCN(c3ccccc3Cl)CC2)cc1OC
1.0	CC(=O)Nc1c(-c2ccc(F)cc2)nc2ncccn12
-1.0	CCCCCn1nnnc1C1(C)CCC(=O)N1Cc1ccco1 (stereo unspecified)
-7.5	CC(C)(C)c1ccc(-c2nnc(SCC(=O)Nc3ccc(Oc4ccccc4)cc3)n2Cc2ccco2)cc1
0.9	COC(=O)C1CN(CCc2ccccc2)CCS(=O)(=O)N1Cc1ccccc1F (stereo unspecified)
3.8	O=C(CN1C(=O)C2CCCCN2C(=O)c2ccccc21)N1CCCC1 (stereo unspecified)
-2.4	CCNC(=O)C[C@H]1CC[C@H]2[C@@H](COc3ccc(NC(=O)c4ccc5c(c4)OCO5)cc3C(=O)N2C)O1
-3.2	CC(C)C[C@H]1COc2cc(Br)ccc2S(=O)(=O)N1Cc1cn(Cc2ccc(Br)cc2)nn1
-0.5	S=C(Nc1ccccc1Cl)OCCN1CCCC12CCC(c1ccccc1)CC2 (stereo unspecified)
-0.8	COC(=O)[C@]12C[C@H](CC(=O)NCc3ccccc3)C(=O)N(Cc3ccco3)C1=C[C@H](COCc1ccccc1)O[C@@H]2C
-2.4	C#CCOCCOCCOCCNc1nc(N2CCN(C(=O)[C@H]([C@@H](C)CC)n3cc(CCCCN)nn3)CC2)nc(N2CCN(C(=O)[C@H](Cc3ccc(O)cc3)n3cc(CCO)nn3)CC2)n1
-17.0	CCCCNC(=O)C1C(c2ccc(C(F)(F)F)cc2)=Nc2ccccc2N1C(C)=O (stereo unspecified)
0.5	CCCCNC(=O)C1C(c2ccc(C(F)(F)F)cc2)=Nc2ccccc2N1C(=O)c1cccc2ccccc12 (stereo unspecified)

A section taken from the entries so far:
PI4K2A inh	canonical_smiles
3.1	COC(=O)C[C@H]1CC[C@@H]2[C@H](COc3ccc(NC(=O)c4cccc(Cl)c4)cc3C(=O)N2C)O1
-8.6	COC(=O)C[C@@H]1CC[C@@H](NS(=O)(=O)c2ccccc2OC)[C@@H](CO)O1
-12.2	CC(=O)O[C@@]1(C(C)=O)CCC2[C@H]3C=C(C)C4=CC(=O)CC[C@@]4(C)C3CC[C@]21C (stereo partly specified)
-4.3	Cc1ccccc1NC(=O)[C@@H]1CCCN1S(=O)(=O)c1cccc2cccnc12
-0.4	Cc1cc(C(=O)O[C@@H]2CCC[C@]3(C(=O)N(Cc4ccccc4)c4ccccc43)[C@H]2NC(=O)CCc2ccccc2)no1
4.6	Cc1cnc(-c2nc3ccccc3n2C(C)C(=O)Nc2c(C)cccc2C)cn1 (stereo unspecified)

Next compounds follow.
PI4K2A inh	canonical_smiles
-3.8	CCCC[C@H]1C2CC(OC(=O)Nc3ccc(C)cc3)C(C2)[C@H]2CCCCN21 (stereo partly specified)
2.1	N#Cc1cccc(OC[C@@H](O)CN2CCC(C(O)(c3ccccc3)c3ccccc3)CC2)c1
-2.4	CCc1ccccc1CC1CN(Cc2ccccc2)Cc2ccccc2N1c1ccc(OC)cc1 (stereo unspecified)
0.2	COc1ccc(S[C@]2(C(=O)NCCc3ccccc3)CC(=O)N[C@@H]2c2ccc(OC)cc2)cc1
?	COc1ccc(C(C(=O)Nc2c(C)cccc2C)n2c(=O)c(-c3ccco3)nc3ccccc32)cc1 (stereo unspecified)
-3.7	O=C(NC1CCCC1)C(c1ccccc1)n1c(Cc2cc(F)cc(F)c2)nc2ccccc21 (stereo unspecified)
-1.2	COc1ccc(C(=O)CSc2nnc(-c3cccc(Cl)c3)n2Cc2ccco2)cc1
-0.9	CC(=O)CC/C=C(\C)CC/C=C(\C)CC/C=C(\C)CCC=C(C)C
-5.6	COc1ccc(-c2cc(C(=O)NN=Cc3ccc(O)c(OC)c3)[nH]n2)cc1
-0.8	COc1ccccc1C(=O)N1CCC(Oc2cccnc2)CC1
-4.2	O=C(Nc1ccc(F)cc1)C(c1cccc(F)c1)N1CCN(c2cccc(C(F)(F)F)n2)CC1 (stereo unspecified)
-0.7	O=C(OCc1cn(Cc2ccc(Cl)cc2)nn1)N1CCOCC1
-3.3	O=Cc1ccc(O)c(O)c1O
0.9	CCCC1CCC2(CCC(=O)N2CCOC)CC1 (stereo unspecified)
-0.5	N#Cc1ccc(Cn2ccc3ccc(-c4ccc5ccn(C(=O)C6CCC6)c5c4)cc32)cc1
-2.3	CCC(c1nc2ccccc2[nH]1)n1c(-c2ccnc(Cl)c2)nc2ccccc21 (stereo unspecified)
-12.7	CCNC(=S)NNC(=O)c1cnccn1
-2.1	O=C(OCc1cn(Cc2cc(F)cc(F)c2)nn1)N1CCOCC1
-4.4	CCC[C@H]1[C@@H](OC(=O)NCc2ccco2)CC[C@@]23CCCN2C(=O)CCC[C@@H]13
-1.2	COc1ccc(S[C@]2(C(=O)N3CCN(C(C)=O)CC3)CC(=O)N(C(=O)/C=C/c3ccccc3)[C@@H]2c2ccc(OC)cc2)cc1
5.4	COC(=O)C[C@H]1CC[C@H](NC(=O)Nc2ccccc2OC)[C@@H](CO)O1
-0.1	CCCCOCCCNC(=O)C[C@H]1C(=O)N(CCCOC)C2=CCCCC[C@]21C(=O)OC
-0.9	COC1=CC(=O)OC(c2cccc(C(F)(F)F)c2)C1 (stereo unspecified)
5.1	COc1ccc(CNC(=O)OC2CC3CC2[C@H]2CCCCN2C3)cc1 (stereo partly specified)
-3.6	C=CCN1[C@@H](C)COc2cc(N3CCSCC3)ccc2S1(=O)=O

Next entries:
PI4K2A inh	canonical_smiles
1.9	CC(C)CN1C(=O)CN(S(C)(=O)=O)CC1(C)C(=O)Nc1ccc2c(c1)OCCO2 (stereo unspecified)
-6.2	COc1ccc(C(=O)/C=C(\Nc2ccc(Br)c(C)c2)c2ccc(OC)cc2OC)c(OC)c1
1.0	COC(=O)[C@H](CC(C)C)N1Cc2nnn(CC3CCCCC3)c2-c2cc(F)ccc2S1(=O)=O
-3.9	COC(=O)C1CN(C2CC2)CCS(=O)(=O)N1Cc1cn(Cc2ccc(F)cc2)nn1 (stereo unspecified)
8.8	CCOc1ccc(-n2c(SC/C=C/c3ccccc3)nnc2-c2cccs2)cc1
1.3	O=C(OCc1cn(Cc2ccc(F)c(F)c2)nn1)N1CCCC1
2.5	CCOC(=O)[C@@]12CN(C(=O)OC(C)(C)C)CC=C1N(Cc1ccc(OC)cc1)C(=O)[C@H]2CC(=O)NCc1ccccc1
-3.4	CC(=O)Nc1cccc(-c2cc(C(C)=O)c3n(c2=O)CCC3)c1
-0.7	O=C(NCC1CN(c2ccc(N3CCOCC3=O)cc2)C(=O)O1)c1ccc(Cl)s1 (stereo unspecified)
-2.0	COC(=O)C[C@H]1CC[C@@H]2[C@H](COc3ccc(NC(=O)C(C)C)cc3C(=O)N2C)O1
2.6	Cc1cccc(Cn2cc(CN3CC(N(C)CCCOC(=O)c4cc(C)cc(C)c4)CS3(=O)=O)nn2)c1 (stereo unspecified)
-1.5	CCCCNC(=O)NS(=O)(=O)c1ccc(NC(=O)CSc2nnc(-c3ccc(Cl)cc3)n2N)cc1
0.9	CC(C)(C)c1ccc(S(=O)(=O)N2CCCC(C(=O)NCc3ccco3)C2)cc1 (stereo unspecified)
-1.0	C=CCN1C(=O)[C@@H](CC(=O)N2CCN(C(=O)OCC)CC2)[C@]2(C(=O)OCC)CCCCC/C=C/12
-7.1	CC1=C2NC(N)=[N+](Cc3ccccc3)CC2n2c(=O)n(-c3ccccc3)c(=O)n2C1 (stereo unspecified)
-4.0	Clc1ccccc1N1CCN(C2=Nc3ccccc3Sc3ccccc32)CC1
13.9	O=C(O)c1ccc(C=NNC(=O)c2cc(-c3ccc(Cl)cc3)n[nH]2)cc1
0.6	COc1ccc(S[C@]2(C(=O)N3CCOCC3)CC(=O)N(C(=O)/C=C/c3ccccc3)[C@@H]2c2ccc(OC)cc2)cc1
0.8	CCOc1cc(C=NN2CCN(Cc3ccc(C)cc3)CC2)ccc1O
3.1	CN(C)c1cccc(/C=C2\CC3(OC(=O)c4ccc(F)cc4)CCCN2C3)c1 (stereo unspecified)
-3.9	O=C(NCc1c(F)cccc1F)C1CCC(CNS(=O)(=O)c2cccc3cccnc23)CC1 (stereo unspecified)
5.2	Cc1ccc(-n2c(SCC(=O)c3ccc(F)cc3)nnc2-c2cnccn2)cc1
0.4	COC(=O)[C@]12C[C@H](CC(=O)NCc3cccc(C(F)(F)F)c3)C(=O)N(Cc3ccco3)C1=C[C@H](C(C)C)O[C@@H]2C1CC1
3.8	CN(Cc1ccccc1)C(=O)OCc1cn(Cc2c(F)cccc2F)nn1
8.0	Fc1ccccc1-c1n[nH]c(=S)n1N=Cc1ccc(-c2ccccc2)cc1
-1.9	C[C@H]1C2CC(OC(=O)Nc3cccc(C(F)(F)F)c3)C(C2)[C@H]2CCCCN21 (stereo partly specified)

Pulled by compound from the list above:
PI4K2A inh	canonical_smiles
-0.7	O=C(NCC1CN(c2ccc(N3CCOCC3=O)cc2)C(=O)O1)c1ccc(Cl)s1 (stereo unspecified)
-3.9	O=C(NCc1c(F)cccc1F)C1CCC(CNS(=O)(=O)c2cccc3cccnc23)CC1 (stereo unspecified)
5.2	Cc1ccc(-n2c(SCC(=O)c3ccc(F)cc3)nnc2-c2cnccn2)cc1
1.9	CC(C)CN1C(=O)CN(S(C)(=O)=O)CC1(C)C(=O)Nc1ccc2c(c1)OCCO2 (stereo unspecified)

Screening results (PubChem BioAssay)

Only part of the results is shown; rates above refer to the full screens.
